From PubChem
PglD DTNB – PglD (C. jejuni) enzyme inhibition. inhibition, % at 12.5 µM. 360,000 compounds, 0.098% hits. purified PglD enzyme, DTNB colorimetric CoA detection; in the data active means inhibition above about 16%, passing the limit was not always enough; further: strong numbers were not always called active
ARNT TACC3 PPI – disruptors of human ARNT/TACC3 interaction; Q9Y6A5; AlphaScreen His-ARNT PAS-B/GST-TACC3 binding, luminescence; TACC3 fragment carries E629A point mutation; inhibition, % at 9.99 µM; 390,000 compounds, 0.66% hits;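 active means mean inhibition of replicates at least 50% and at least half of replicates each reaching 50%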;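 further: 0% = complete ARNT plus TACC3 wells and 100% = ARNT alone without TACC3; many hits fall short of the cut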
RAD54 branch – RAD54 (human) branch migration inhibition; Q92698; RAD54 Holliday junction branch migration, FAM/BHQ fluorescence; inhibition, % at 10.4 µM; 360,000 compounds, 0.14% hits; AID 602329;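 active means mean normalized replicate activity at least 40 and at least half of replicates scoring 40 or more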;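 further: 0% = median of neutral control wells and 100% = median of positive control wells; inhibitors cause a drop in the FAM fluorescence signal; in these data hits start at about 50%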
Target sequence (Q92698 whole entry, looked up): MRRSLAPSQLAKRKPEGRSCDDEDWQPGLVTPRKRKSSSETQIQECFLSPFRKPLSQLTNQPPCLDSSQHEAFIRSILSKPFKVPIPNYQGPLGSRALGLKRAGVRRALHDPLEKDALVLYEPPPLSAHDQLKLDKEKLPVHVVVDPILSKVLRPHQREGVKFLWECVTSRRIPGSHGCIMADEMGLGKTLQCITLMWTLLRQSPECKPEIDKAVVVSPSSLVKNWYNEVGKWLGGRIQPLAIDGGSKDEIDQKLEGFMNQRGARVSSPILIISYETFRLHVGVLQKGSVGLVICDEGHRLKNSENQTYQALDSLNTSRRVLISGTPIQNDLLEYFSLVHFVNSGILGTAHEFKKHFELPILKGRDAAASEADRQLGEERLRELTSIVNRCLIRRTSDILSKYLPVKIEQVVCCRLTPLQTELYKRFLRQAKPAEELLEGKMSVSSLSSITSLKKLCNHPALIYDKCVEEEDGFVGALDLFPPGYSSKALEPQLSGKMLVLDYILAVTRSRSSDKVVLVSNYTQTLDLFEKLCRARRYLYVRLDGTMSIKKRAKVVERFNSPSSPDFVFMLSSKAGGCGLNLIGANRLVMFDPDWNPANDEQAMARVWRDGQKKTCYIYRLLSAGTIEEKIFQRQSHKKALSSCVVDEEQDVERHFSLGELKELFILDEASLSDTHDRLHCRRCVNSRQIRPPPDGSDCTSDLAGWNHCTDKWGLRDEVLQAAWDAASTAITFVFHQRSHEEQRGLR
An asterisk follows results filed as active; & = joins results of further samples. An excerpt; rates above refer to the full screens.

SMILES	PglD DTNB	ARNT TACC3 PPI	RAD54 branch
CCCc1nc2ccccc2c(C(=O)OC(C)C(=O)NCc2ccc3c(c2)OCO3)c1CC (centres undefined)	5	-4	9
O=C(CC(C(=O)O)c1ccccc1)Nc1ccccc1 (centres undefined)	-7	-11	-2
CCc1ccc(NC(=O)CSc2nnc(CC)c(CC)n2)cc1	3	-5	11
Cc1ccc(NC(NC(=O)c2ccccc2[N+](=O)[O-])C(Cl)(Cl)Cl)cc1 (centres undefined)	2	35	-1
COc1ccc(Cc2nc(-c3ccccn3)no2)cc1	3	-2	-12
CC(=O)Oc1ccc(NC(=O)CCC2CCCCC2)c(C(=O)O)c1	-4	2	6
CCOC(=O)c1cc(CC)sc1NC(=O)CCC(=O)O	0	-3	1
Cc1nc2cc(C(=O)OCC(=O)NC(C)C(C)C)ccc2n1-c1ccccc1 (centres undefined)	1	-2	3
COc1ccc(Cn2c(O)c(C=Nc3ccc(O)cc3)c3ccccc3c2=O)cc1	0	1	1
CCN(CC)S(=O)(=O)c1ccc2c(c1)nc(CCC(=O)Nc1ccc3c(c1)OCO3)n2CC	1	0	-3
CCC(C(=O)NC(C)CCc1ccco1)n1nc(C)n2c(cc3occc32)c1=O (centres undefined)	0	0	11
CCc1ccccc1NC(=O)Cn1cccc1C1=NC(c2ccccc2)CO1 (centres undefined)	-1	0	-13
COc1cccc2sc(Nc3nc(-c4cc5ccccc5oc4=O)cs3)nc12	16	-1	-8
O=c1[nH]c2ccccc2nc1/C=C(\O)C(F)F	3	1	-3
CC(Oc1ccc(-c2ccccc2)c(F)c1)c1ccn(S(=O)(=O)c2ccc(Cl)cc2)n1 (centres undefined)	-1	-2	-7
O=c1ccc2cc3c([nH]c4ccc(Br)cc43)oc-2c1O	8	17	4
[O-][n+]1onc2c1CCc1nnc(-c3ccccc3)cc1-2	-2	-4	-2
O=C(c1cccs1)c1no[n+]([O-])c1C(=O)c1cccs1	-2	-2	2
CN(C)c1nn(C(=O)Nc2ccc(Cl)cc2Cl)cc1-c1ccccc1	0	-11	-1
COc1ccc(CCC(=O)N2CCCSC2=Nc2ccc(C(C)=O)cc2)cc1	-2	-2	-2
CC(C)N(C)CCOC(=O)/C=C/c1ccccc1	-3	28	2
CC1=C(/C=N/Nc2ccc([N+](=O)[O-])cc2[N+](=O)[O-])C(C)(C)CCC1	4	6	9
COc1ccc(C(C)(C)C)cc1NC(=O)C1C2C=CC(C2)C1C(=O)O (centres undefined)	2	22	2
COc1cc(C(=O)Nc2ccc(Oc3ncnc4sc(-c5ccccc5)cc34)cc2)cc(OC)c1OC	-4	0	13
Cc1cccc(CCNC(=O)CCc2c(C)nc3ncnn3c2C)c1	-3	-4	-2
CSc1nc(C)cc(Oc2ccc(OCCOc3ccccc3)nn2)n1	3	-6	0
O=C(/C=C/c1ccccc1Cl)Nc1ccncc1	0	4	9
O=C(Nc1nc(-c2cccs2)cs1)c1ccc(Cl)cc1	4	5	-11
O=c1c2sc3nc(N4CCOCC4)c4c(c3c2ncn1CCc1ccccc1)CCCC4	0	-1	-2
COc1ccc(NC(=S)N(CCCN2CCOCC2)Cc2cn(C)c3ccccc23)cc1OC	2	11	-10
Cc1ccc2cc3cc(C(=O)NCCC(C)C)oc3nc2c1	1	-1	0
O=C(CSc1nnc(Cc2ccccc2)n1-c1cccc(Cl)c1)NNC(=O)Cc1ccccc1	-5	-2	-16
COC(=O)c1ccccc1NC(=O)CN(CCc1ccccc1)S(C)(=O)=O	-1	-4	-3
COc1ccccc1C(=O)NN1C(=O)C2C3C=CC(O3)C2C1=O (centres undefined)	-1	-1	-11
O=C(c1ccc2c(c1)OCO2)N1CCNc2ccccc2C1	2	-2	-2
Cn1c(SCC#N)nnc1-c1cnccn1	1	-4	-2
CN1CCN(c2ccc(NC(=O)c3ccccc3Br)cc2)CC1	-2	2	-6
CCCc1cc(=O)oc2c(C)c3occ(C)c3cc12	1	-3	2
O=C(Nc1ccn(Cc2ccccc2F)n1)c1ccc(COc2cccc(Br)c2)cc1	-8	-5	0
COc1ccc(S(=O)(=O)N2CCN(C(=O)c3cnc(C)cn3)CC2)cc1	-3	1	0
CCN(CC)S(=O)(=O)c1cccc(C(=O)N[C@H](C(=O)OCC(=O)NC(=O)NC)C(C)C)c1	4	2	1
O=C1CC(c2ccccc2)CN1C(=O)c1cccc([N+](=O)[O-])c1 (centres undefined)	-2	-4	-1
CN(C)c1ccc(-c2noc(-c3ccccc3O)n2)cc1	1	-2	-8
O=C(Cc1ccc(Cl)cc1)Nc1ccccc1Sc1ccccc1	0	-5	-1
CCn1c(SCC(=O)Nc2ccccc2-c2ccccc2)nnc1-c1ccoc1C	-1	0	-10

Looked up above:
For RAD54 branch, `O=C(CSc1nnc(Cc2ccccc2)n1-c1cccc(Cl)c1)NNC(=O)Cc1ccccc1` has the entry -16
For PglD DTNB, `COc1ccccc1C(=O)NN1C(=O)C2C3C=CC(O3)C2C1=O` (centres undefined) has the entry -1
For RAD54 branch, `CN(C)c1ccc(-c2noc(-c3ccccc3O)n2)cc1` has the entry -8
For RAD54 branch, `Cc1ccc2cc3cc(C(=O)NCCC(C)C)oc3nc2c1` has the entry 0
For PglD DTNB, `COC(=O)c1ccccc1NC(=O)CN(CCc1ccccc1)S(C)(=O)=O` has the entry -1

Exported with bars between the fields: entries from further up.
Molecule | PglD DTNB | ARNT TACC3 PPI | RAD54 branch
CN(C)c1ccc(-c2noc(-c3ccccc3O)n2)cc1 | 1 | -2 | -8
O=C(Cc1ccc(Cl)cc1)Nc1ccccc1Sc1ccccc1 | 0 | -5 | -1
CCn1c(SCC(=O)Nc2ccccc2-c2ccccc2)nnc1-c1ccoc1C | -1 | 0 | -10

Further records follow.
SMILES	PglD DTNB	ARNT TACC3 PPI	RAD54 branch
CCNC(=O)COC(=O)c1ccc(S(=O)(=O)N2CCCCCC2)cc1	-5	-33	-7
O=C(NNS(=O)(=O)c1ccccc1[N+](=O)[O-])c1cccc(Cl)c1	0	-3	-11
O=C1CN(c2nc(-c3ccccc3)c3cc(Cl)ccc3n2)c2ccccc2N1	2	-1	-12
C=CCNc1nc(Cl)ncc1F	0	-11	5
CN1CCN(c2oc(-c3ccccc3)nc2S(=O)(=O)c2ccc(Br)cc2)CC1	-3	5	-4
CCN1CCN(c2cc(C)c3cc(NC(=O)Cc4ccccc4OC)ccc3n2)CC1	-5	-11	0
Cc1noc(C)c1COC(=O)c1cccnc1SCC(=O)Nc1ccc2c(c1)OCO2	4	-2	-5
CC/C(=N/NC(=O)CCC(=O)Nc1ccccc1OC)c1ccccc1	3	-1	-11
Cc1ccc(S(=O)(=O)NCC2CCC(C(=O)NCc3ccco3)CC2)cc1 (centres undefined)	-3	-3	-2
COc1ccc(NC(=O)NN(C(=O)c2ccccc2)C(C)(C)C)cc1	4	-10	-9
CCOC(=O)c1cnc(-n2nc(C)cc2C)nc1NNc1nc(-c2ccccc2)cc(-c2ccccc2)n1	-2	2	0
O=C(CSc1nnc(Cn2nnc3ccccc32)o1)Nc1cccc(Cl)c1	4	-6	5
CC1CCC2(CC1)N=C(N)Nc1nc3ccccc3n12 (centres undefined)	2	-1	8
CC(=O)N1N=C(c2ccc3ccccc3c2)OC1(C)C	-1	-2	-2
Cc1c(N=Cc2c(O)n(C3CCCCC3)c(=O)[nH]c2=O)c(=O)n(-c2ccccc2)n1C	4	-1	-13
CCOc1ccc(NC(=O)CCS(=O)(=O)c2cccc3nsnc23)cc1	0	2	-4
CC(C)CC1Nc2ncnc(N3CCCCC3)c2N(Cc2ccccc2)C1=O (centres undefined)	4	4	-26
O=C(c1ccccc1)c1ccc2ccccc2n1	0	1	8
CCOc1ccc(NC(=O)CN(C)CC(=O)Nc2ccccc2SC)cc1OCC	1	14	-6
Cc1ccc(C)c(S(=O)(=O)NCc2ccc(C(=O)NCc3ccccn3)cc2)c1	0	-2	2
CCNC(=O)Cn1cnc2c1c(=O)n(C)c(=O)n2C	1	-2	3
CCN(CC)C(=S)NC(=O)c1ccc(OC)c(Br)c1	1	9	1
Cn1nc(C(F)(F)F)c(C(=O)Nc2ccc(F)cc2F)c1Oc1cccc(Cl)c1	5	-1	-8
Cc1cc(C)nc(NS(=O)(=O)c2ccc(NC(=S)NC(=O)CC(C)C)cc2)n1	-1	-5	8
CN(CCC(=O)Nc1ccc(Br)cc1)Cc1ccccc1	-2	3	-9
N/C(Cc1cccs1)=N\OC(=O)COc1ccc(Br)cc1	-4	-12	-5
CCOc1ccc(-n2c(N)c(-c3nc4ccccc4[nH]3)sc2=S)cc1	6	2	4
COc1cccc(-c2ccc(=O)n(CC(=O)Nc3ccc(C(=O)N4CCCC4)cc3)n2)c1	-2	2	2
Cc1[nH]n(-c2ccc([N+](=O)[O-])cc2)c(=O)c1C=NCCc1c(C)[nH]c2ccccc12	-7	-4	5
CC(NC(=O)C1CCN(S(=O)(=O)c2cnc[nH]2)CC1)c1ccccc1 (centres undefined)	-4	26	-12
COCCn1c(-c2ccc(OC)cc2)cnc1SCC(=O)Nc1cccc2ccccc12	1	22	-3
O=C(NCc1ccco1)c1ccc(Cn2cc([N+](=O)[O-])cn2)o1	-2	19	3
CS(=O)(=O)N(CCc1ccccc1)CC(=O)Nc1ccc2c(c1)OCO2	-2	5	4
CCCCNc1ccc2nsnc2c1[N+](=O)[O-]	-18	3	-9
CC(C)Oc1ccc(C(=O)Nc2nnc(SCC(=O)N3CCOCC3)s2)cc1	-2	-24	11
Cc1cc2oc(=O)cc(CN3CCN(S(=O)(=O)/C=C/c4ccccc4)CC3)c2cc1C	6	0	4
CCCN(CCC)CCNC(=O)C1CC(=O)N(c2ccc(OC)cc2)C1c1ccc(OC)cc1 (centres undefined)	2	0	-8
N#Cc1ccccc1NC(=O)c1cccc(COc2ccc(Cl)cc2Cl)c1	0	-8	9
Cc1ccc(-c2n[nH]c(=S)n2/N=C/c2ccc(C)o2)cc1	5	-2	4
O=C(CSc1ccccc1)Nc1cc(Cl)ccc1Oc1ccccc1	-7	-3	8
COc1ccc(-n2c(SCC(=O)Nc3ccccc3)nnc2-c2ccc(NS(=O)(=O)c3ccc(C)cc3)cc2)cc1	3	2	7
CS(=O)(=O)Nc1ccc(C2=NN(S(=O)(=O)c3ccccc3)C(c3cccs3)C2)cc1 (centres undefined)	2	1	-14
Cc1cc(C)n(CC(=O)N/N=C/c2cccs2)n1	1	-2	-4
Cc1cc(-c2ccco2)c(C#N)c2nc3ccccc3n12	-1	-9	5
O=c1c2ccsc2ncn1Cc1cccc(C(F)(F)F)c1	5	-3	-14
Cc1ccc(C(=O)NCC(=O)OCc2csc(-c3ccccc3)n2)cc1	-2	3	-3
CCOC(=O)N1CCN(C(=O)CCCn2c(=S)[nH]c3ccccc3c2=O)CC1	0	-3	2
COc1cccc(-c2nnn(CC(C)=O)n2)c1	-6	3	2
Cc1c(NC(=O)CSc2cccc3cccnc23)c(=O)n(-c2ccccc2)n1C	6	93*	-5
O=S(=O)(c1ccc(S(=O)(=O)n2cnc3ccccc32)cc1)N1CCCCCC1	-6	-2	-7
CCC(C)NC(=O)COC(=O)c1cccnc1Nc1ccccc1F (centres undefined)	-9	-1	-3
CCCc1[nH]nc2c1C(c1ccc(OC)cc1OC)C(C#N)=C(N)O2 (centres undefined)	-5	2	3
CSc1ccc(/C=N/NC(=O)CN2CCN(Cc3ccccc3Cl)CC2)cc1	2	-2	-4
Cc1ccccc1OCC(=O)Nc1ccc(N2CCN(S(C)(=O)=O)CC2)cc1	-2	-2	2
COc1ccc(C(=O)NNC(=O)CSc2nnc(COc3ccccc3OC)n2C)cc1	4	-16	3
Cc1ccc(NC(=O)CCn2cccc2)cc1F	-5	5	1
CC(=O)c1cccc(N(C(=O)CS(=O)CC(=O)Nc2ccc(F)cc2)C(C(=O)NC2CCCCC2)c2ccc(C)o2)c1 (centres undefined)	-7	-5	-3
O=c1n(Cc2ccccc2)c2cc(Cl)cnc2n1Cc1ccccc1	1	-2	6
Cc1nc2ccc(NC3=NCCCCC3)cc2s1	0	9	6
CC1(C)Oc2ccc(C(=O)N3CCc4ccccc43)cc2N(CC(=O)N2CCCC2)C1=O	-4	-23	-6
The results go on:
SMILES	PglD DTNB	ARNT TACC3 PPI	RAD54 branch
COc1ccc(-c2cn(-c3ccccc3)c3[n+]2CCS3)cc1	-2	-8&-3	-2
CSc1nc(-c2ccccc2)nn1C(=O)c1ccc(C)cc1	-6	-22	-1
CC(=O)Nc1ccc(NC(=S)Nc2ccccc2)cc1	2	2	-16
Cc1cccc(NC(=S)N(CCN(C)C)Cc2cc3cc(C)cc(C)c3[nH]c2=O)c1	9	-1	-6
O=C(COC(=O)C1CCN(S(=O)(=O)c2ccc3c(c2)OCCO3)CC1)Nc1ccccc1OC(F)F	-2	-1	0
COc1ccc(CCN2CC34C=CC(O3)C(C(=O)NCc3ccccc3Cl)C4C2=O)cc1OC (centres undefined)	-1	37	3
COc1ccc(CCNC(=O)Cn2cnc3ccccc3c2=O)cc1OC	-6	-13	-4
Nc1cc(OC(=O)c2cccs2)nn1S(=O)(=O)c1ccc(F)cc1	-4	3	-5
Clc1ccc(CCNc2nc3ccccc3s2)cc1	-2	7	7
O=C(CCN1C(=O)C2C3C=CC(C3)C2C1=O)N1CCN(c2ccccc2Cl)CC1 (centres undefined)	-3	-2	8
Cc1cccc(NC(=S)N(CCCN2CCOCC2)Cc2ccccn2)c1	-4	-2	-8
CCOc1ccc(NC(=O)C2CCCN(C(=O)NCc3ccccc3)C2)cc1 (centres undefined)	-3	-6	6

Full records, looked up by structure.
CN1CCN(c2oc(-c3ccccc3)nc2S(=O)(=O)c2ccc(Br)cc2)CC1 is listed with PglD DTNB = -3; ARNT TACC3 PPI = 5; RAD54 branch = -4
O=C(Cc1ccc(Cl)cc1)Nc1ccccc1Sc1ccccc1 is listed with PglD DTNB = 0; ARNT TACC3 PPI = -5; RAD54 branch = -1
